T cell modulator – T cell immune modulation candidate | calls only at 7 µM | 2C CD8+ T cell-vesicle binding, flow cytometry; active compounds read low | 0.068% of 330,000 active;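 active means response, share of CD8 T cells binding vesicles, and their 90th percentile fluorescence all below set limits, cut at about 80% in these data, passing the limit was not always enough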
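Assay system: 2C TCR transgenic mouse naive CD8+ T cells, MACS-purified | Read-out: CD8+ gate FL2 mean fluorescence as % of same-row positive control | Signal: High-throughput flow cytometry with anti-B7-1 and anti-CD8 staining | Timing: Binding step 1.5 h, 37 °C, antibody labelling 20 min, ice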
KOR beta-arrestin-1 – KOR antagonists, beta-arrestin recruitment, cell-based, luminescence, uHTS (AID 1778). 0.091% of 290,000 active. inhibition, % at 10 µM; hits with a dose series show IC50 in µM. KOR beta-arrestin recruitment, luminescence, antagonist mode; higher % means a stronger effect; in the data active means inhibition above about 50%; further: strong numbers were not always called active
West Nile virus CPE – West Nile virus antiviral activity, cell-based, CPE readout (AID 1621); 0.02% of 290,000 active; one-dose CPE inhibition, % at 10 µM; IC50 in µM for titrated hits; West Nile virus-infected cells, CPE inhibition; higher % means a stronger effect; in the data active means a potency from the dose series; further: strong numbers were not always called active
KOR beta-arrestin-2 – kappa opioid receptor activators – cell-based, luminescence, uHTS, primary screen (AID 1777) | KOR beta-arrestin recruitment, luminescence; higher % means a stronger effect | one-dose activation, % at 10 µM; EC50 in µM for titrated hits | 0.02% of 280,000 active; in the data active means activation above about 50%, passing the limit was not always enough; further: a part of the inactive calls stands beside numbers as strong as those of hits
GPR35 antagonists – inhibition of zaprinast-stimulated GPR35 beta-arrestin translocation – imaging, U2OS, beta-arrestin-GFP, zaprinast agonist, primary screen (AID 2058); inhibition, % at 10 µM, or IC50 in µM where a hit was titrated; 0.052% of 290,000 active; U2OS GPR35 beta-arrestin-GFP translocation imaging, zaprinast antagonism; higher % means a stronger effect;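 active means inhibition of at least 50% with at least 30 cells and total cytoplasm GFP at most 10,000,000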
GPR55 beta-arrestin – selective activators of receptor GPR55 – imaging, U2OS cells, beta-arrestin-GFP redistribution, primary screen (AID 1961). 0.048% of 290,000 active. U2OS GPR55 beta-arrestin-GFP redistribution imaging; higher % means a stronger effect. one-dose activation, % at 10 µM; EC50 in µM for titrated hits;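 active means activation above 40% with more than 50 cells counted in the well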;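 further: U2OS osteosarcoma cells stably expressing GPR55 and beta-arrestin-GFP; plate controls were DMSO negative control for no effect and LPI positive control for full effect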
GPR55 LPI antagonism – GPR55 antagonists blocking LPI-driven arrestin recruitment, primary screen, imaging, U2OS, beta-arrestin-GFP, LPI agonist (AID 2013). U2OS GPR55 beta-arrestin-GFP translocation imaging, LPI antagonism; higher % means a stronger effect. inhibition, % at 10 µM, or IC50 in µM where a hit was titrated. 0.13% of 290,000 active;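 active means spots per cell inhibited over 60%, with over 100 cells counted and total cytoplasm intensity under 500,000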;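 further: U2OS cells stably carrying GPR55 and arrestin-GFP stimulated by 5 µM LPI near EC80; imaged beta-arrestin-GFP aggregate spots per cell after agonist stimulation; plate controls were LPI-stimulated DMSO wells for no effect and DMSO wells without LPI for full effect; some results filed as inactive read as strong as hits; confirmed hits need IC50 under 10 µM and bright autofluorescent wells are also inconclusive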
Salmonella PhoP GFP – inhibitors of PhoP regulon expression, primary screen, Salmonella Typhimurium, GFP reporter (AID 1863); S. Typhimurium PhoP-regulated promoter GFP reporter, 4 h; higher % means a stronger effect; inhibition, % at 50 µM, or IC50 in µM where a hit was titrated; 0.16% of 300,000 active;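 active means inhibition over 29.93%, a cutoff 3 SD above the screen mean, later confirmed by dose response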;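 further: 0% = low Mg2+ inducing control and 100% = high Mg2+ repressing control; strong numbers were not always called active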
NTR1 ag – NTR1-driven beta-arrestin-GFP spot formation – imaging, U2OS cells, high content, primary screen (AID 493036); P30989; agonist mode; activation, % at 20 µM; 0.17% of 330,000 active;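 active means activation at or above 40% of the spot to cytoplasm intensity ratio, with at least 20 cells analyzed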;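 further: 0% = DMSO without peptide and 100% = 100 nM NTR1 peptide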
Target sequence (P30989 whole entry, looked up): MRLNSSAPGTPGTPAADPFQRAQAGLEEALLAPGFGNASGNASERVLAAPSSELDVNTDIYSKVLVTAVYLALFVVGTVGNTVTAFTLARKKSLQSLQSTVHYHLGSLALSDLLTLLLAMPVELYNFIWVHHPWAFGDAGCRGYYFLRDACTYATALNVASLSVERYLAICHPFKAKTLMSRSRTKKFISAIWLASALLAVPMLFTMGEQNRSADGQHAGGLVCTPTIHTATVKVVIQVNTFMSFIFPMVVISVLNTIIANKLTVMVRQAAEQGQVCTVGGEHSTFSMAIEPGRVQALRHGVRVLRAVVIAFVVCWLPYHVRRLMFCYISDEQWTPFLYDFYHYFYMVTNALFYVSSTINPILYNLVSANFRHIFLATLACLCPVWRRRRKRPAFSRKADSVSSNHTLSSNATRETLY
T cell modulator vesicle-bound % – also measured in T cell modulator; calls as there; double positive events, %; measured here: CD8+ vesicle-bound cell fraction;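 binding gate set so that unloaded-vesicle control wells show 10% double positive cells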
NTR1 ag cell count 20 µM – also measured in NTR1 ag; calls as there; cell count; measured here: cell count, cytotoxicity flag
* hit, by the source's call; [ ] = another dose, or the depositor's remark.

O=C(NCc1ccco1)C1CCN(S(=O)(=O)c2cccc3cccnc23)CC1 was read as T cell modulator inactive, KOR beta-arrestin-1 8%, West Nile virus CPE 0.3%, KOR beta-arrestin-2 9.2%, GPR35 antagonists 10%, GPR55 beta-arrestin 0.3%, GPR55 LPI antagonism 2%, Salmonella PhoP GFP 1%, NTR1 ag 3.6, T cell modulator vesicle-bound % 41 and NTR1 ag cell count 20 µM 46.
CCOc1ccc2nc(NCCCNC(=O)c3cc(OC)c(OC)c(OC)c3)c(C#N)cc2c1 was read as T cell modulator inactive, KOR beta-arrestin-1 -7%, West Nile virus CPE 0.3%, KOR beta-arrestin-2 -0.6%, GPR35 antagonists 0%, GPR55 beta-arrestin -1.9%, GPR55 LPI antagonism 11%, Salmonella PhoP GFP -2%, NTR1 ag 1.4, T cell modulator vesicle-bound % 27 and NTR1 ag cell count 20 µM 47.
Screening Cc1ccc(/C=N/n2cnc3sc4c(c3c2=O)CCCC4)o1 returned T cell modulator inactive, KOR beta-arrestin-1 -17%, West Nile virus CPE -0.7%, KOR beta-arrestin-2 2.6%, GPR35 antagonists -11%, GPR55 beta-arrestin 0.2%, GPR55 LPI antagonism 1%, Salmonella PhoP GFP -3%, NTR1 ag 1.0, T cell modulator vesicle-bound % 36 and NTR1 ag cell count 20 µM 45.
Screening CC(C)c1cc(C(=O)N/N=C/c2ccco2)n[nH]1 returned T cell modulator inactive, KOR beta-arrestin-1 -2%, West Nile virus CPE 0.4%, KOR beta-arrestin-2 8.0%, GPR35 antagonists 6%, GPR55 beta-arrestin -0.3%, GPR55 LPI antagonism -4%, Salmonella PhoP GFP 2%, NTR1 ag -0.3, T cell modulator vesicle-bound % 56 and NTR1 ag cell count 20 µM 71.
For CCOC(=O)Cn1c(=N)n(CCOc2ccc(Br)cc2)c2ccccc21 the results were T cell modulator inactive, KOR beta-arrestin-1 15%, West Nile virus CPE 0.3%, KOR beta-arrestin-2 3.1%, GPR35 antagonists 4%, GPR55 beta-arrestin 1.2%, GPR55 LPI antagonism 6%, Salmonella PhoP GFP 8%, NTR1 ag 1.9, T cell modulator vesicle-bound % 61 and NTR1 ag cell count 20 µM 42.
`Clc1ccc(-c2cn3cccnc3n2)cc1` gave T cell modulator inactive, KOR beta-arrestin-1 4%, West Nile virus CPE 0.2%, KOR beta-arrestin-2 -5.6%, GPR35 antagonists 3%, GPR55 beta-arrestin -0.1%, GPR55 LPI antagonism -2%, Salmonella PhoP GFP 4%, NTR1 ag -1.3, T cell modulator vesicle-bound % 42 and NTR1 ag cell count 20 µM 57.
Screening Cc1oc2c(c(C)cc3oc(=O)c(CC(=O)NCC(=O)NCC(=O)O)c(C)c32)c1C returned T cell modulator inactive, KOR beta-arrestin-1 2%, West Nile virus CPE -0.3%, KOR beta-arrestin-2 -2.3%, GPR35 antagonists 4%, GPR55 beta-arrestin -0.1%, GPR55 LPI antagonism 0%, NTR1 ag 0.7, T cell modulator vesicle-bound % 44 and NTR1 ag cell count 20 µM 82.
COc1cc(C(=O)Oc2cc(N)n(S(=O)(=O)c3ccc(F)cc3)n2)cc(OC)c1OC was read as T cell modulator inactive, KOR beta-arrestin-1 -16%, West Nile virus CPE 0.0%, KOR beta-arrestin-2 -2.3%, GPR35 antagonists 8%, GPR55 beta-arrestin -0.2%, GPR55 LPI antagonism 3%, Salmonella PhoP GFP 5%, NTR1 ag -0.5, T cell modulator vesicle-bound % 50 and NTR1 ag cell count 20 µM 35.
Screening CCC(=O)N1CCc2cc(Br)cc(S(=O)(=O)N3CCCC(C(=O)O)C3)c21 (centres undefined) returned KOR beta-arrestin-1 13%, West Nile virus CPE 0.2%, KOR beta-arrestin-2 8.7%, GPR35 antagonists 15%, GPR55 beta-arrestin -0.2%, GPR55 LPI antagonism 12%, Salmonella PhoP GFP 11%, NTR1 ag 0.0 and NTR1 ag cell count 20 µM 50.
`COC(=O)[C@@H]1C[C@]2(Br)c3ccccc3N(S(=O)(=O)c3ccccc3)[C@@H]2N1C(=O)OC` gave T cell modulator inactive, West Nile virus CPE -0.6%, Salmonella PhoP GFP 3%, NTR1 ag 0.9, T cell modulator vesicle-bound % 20 and NTR1 ag cell count 20 µM 94.

2 neighbouring compounds out of the list so far:
Screening CCC(=O)N1CCc2cc(Br)cc(S(=O)(=O)N3CCCC(C(=O)O)C3)c21 (centres undefined) returned KOR beta-arrestin-1 13%, West Nile virus CPE 0.2%, KOR beta-arrestin-2 8.7%, GPR35 antagonists 15%, GPR55 beta-arrestin -0.2%, GPR55 LPI antagonism 12%, Salmonella PhoP GFP 11%, NTR1 ag 0.0 and NTR1 ag cell count 20 µM 50.
`COC(=O)[C@@H]1C[C@]2(Br)c3ccccc3N(S(=O)(=O)c3ccccc3)[C@@H]2N1C(=O)OC` gave T cell modulator inactive, West Nile virus CPE -0.6%, Salmonella PhoP GFP 3%, NTR1 ag 0.9, T cell modulator vesicle-bound % 20 and NTR1 ag cell count 20 µM 94.

Additional compounds
Screening CNS(=O)(=O)c1cc(C(=O)OCC(=O)NC2CCCc3ccccc32)ccc1Cl (centres undefined) returned T cell modulator inactive, KOR beta-arrestin-1 -1%, West Nile virus CPE 0.6%, KOR beta-arrestin-2 6.1%, GPR35 antagonists -3%, GPR55 beta-arrestin -0.4%, GPR55 LPI antagonism -1%, Salmonella PhoP GFP -5%, NTR1 ag -1.0, T cell modulator vesicle-bound % 49 and NTR1 ag cell count 20 µM 46.
CCN(CC)C(=O)Cn1cnc2sc(C(=O)N3CCN(c4ccc(F)cc4)CC3)c(C)c2c1=O was read as T cell modulator inactive, KOR beta-arrestin-1 36%, West Nile virus CPE -0.3%, KOR beta-arrestin-2 -2.9%, GPR35 antagonists -15%, GPR55 beta-arrestin 0.9%, GPR55 LPI antagonism -3%, Salmonella PhoP GFP 2%, NTR1 ag -1.0, T cell modulator vesicle-bound % 48 and NTR1 ag cell count 20 µM 22.
Clc1ccc(CN2CCC(Cc3ccccc3)CC2)cc1 was read as T cell modulator inactive, KOR beta-arrestin-1 18%, West Nile virus CPE -0.6%, KOR beta-arrestin-2 1.1%, GPR35 antagonists -2%, GPR55 beta-arrestin -0.1%, GPR55 LPI antagonism 11%, Salmonella PhoP GFP 15%, NTR1 ag 1.5, T cell modulator vesicle-bound % 31 and NTR1 ag cell count 20 µM 40.
COc1ccc(OCc2nnc(SCC(=O)Nc3nnc(C4CC4)s3)n2C)cc1 was read as T cell modulator inactive, KOR beta-arrestin-1 -8%, West Nile virus CPE 0.0%, KOR beta-arrestin-2 0.8%, GPR35 antagonists 4%, GPR55 beta-arrestin 0.1%, GPR55 LPI antagonism 5%, Salmonella PhoP GFP -2%, NTR1 ag -0.8, T cell modulator vesicle-bound % 38 and NTR1 ag cell count 20 µM 60.
For CCN(CC)c1ccc(NC(=O)c2ccccc2)cc1S(=O)(=O)Nc1ccccc1OC the results were T cell modulator inactive, KOR beta-arrestin-1 16%, West Nile virus CPE -1.2%, KOR beta-arrestin-2 -3.8%, GPR35 antagonists 10%, GPR55 beta-arrestin 0.2%, GPR55 LPI antagonism 9%, Salmonella PhoP GFP -9%, NTR1 ag 0.6, T cell modulator vesicle-bound % 45 and NTR1 ag cell count 20 µM 47.
Screening O=C(CSc1nnc(Nc2ccccc2F)s1)NCc1ccco1 returned KOR beta-arrestin-1 -4%, West Nile virus CPE 1.3%, KOR beta-arrestin-2 4.8%, GPR35 antagonists 16%, GPR55 beta-arrestin 0.3%, GPR55 LPI antagonism 0% and Salmonella PhoP GFP -5%.
`O=S1(=O)CCC(NC(=S)N2CCCCC2)C1` (centres undefined) gave T cell modulator inactive, West Nile virus CPE -0.3%, KOR beta-arrestin-2 -0.6%, GPR35 antagonists 1%, GPR55 beta-arrestin 0.2%, GPR55 LPI antagonism 9%, Salmonella PhoP GFP 26%, NTR1 ag 0.3, T cell modulator vesicle-bound % 41 and NTR1 ag cell count 20 µM 67.
For O=C(CN(C(=O)Cn1nnc(-c2ccc(F)cc2)n1)c1ccc(F)c(Cl)c1)NCC1CCCO1 (centres undefined) the results were T cell modulator inactive, KOR beta-arrestin-1 2%[20 µM], West Nile virus CPE 0.9%, GPR35 antagonists -8%, GPR55 beta-arrestin 0.2%, GPR55 LPI antagonism -11%, Salmonella PhoP GFP 1%, NTR1 ag 2.1, T cell modulator vesicle-bound % 63 and NTR1 ag cell count 20 µM 92.
Cc1cc(F)c(F)c(C(=O)N2C(C)CCCC2C)c1Cl (centres undefined) was read as T cell modulator inactive, KOR beta-arrestin-1 0%[20 µM], West Nile virus CPE -1.0%, GPR35 antagonists 13%, GPR55 beta-arrestin 0.2%, GPR55 LPI antagonism 9%, Salmonella PhoP GFP 1%, NTR1 ag 0.7, T cell modulator vesicle-bound % 47 and NTR1 ag cell count 20 µM 28.
`O=C(NCCN1CCCCC1)c1ccc2c(c1)OCCO2` gave T cell modulator inactive, KOR beta-arrestin-1 11%, West Nile virus CPE -0.1%, KOR beta-arrestin-2 7.2%, GPR35 antagonists -12%, GPR55 beta-arrestin 0.1%, GPR55 LPI antagonism -7%, Salmonella PhoP GFP 4%, NTR1 ag -1.2, T cell modulator vesicle-bound % 35 and NTR1 ag cell count 20 µM 46.
Screening CCC1CCCCN1C(=O)CSc1nc2c(c(=O)n1C)SC(C)C2 (centres undefined) returned T cell modulator inactive, KOR beta-arrestin-1 0%, West Nile virus CPE -0.6%, KOR beta-arrestin-2 -4.5%, GPR35 antagonists 15%, GPR55 beta-arrestin -0.1%, GPR55 LPI antagonism 11%, Salmonella PhoP GFP -2%, NTR1 ag -0.5, T cell modulator vesicle-bound % 68 and NTR1 ag cell count 20 µM 60.
Screening CCOC(=O)C1CN(S(=O)(=O)c2ccc(OC)cc2)c2cc(CC(=O)OC)ccc2O1 (centres undefined) returned T cell modulator inactive, KOR beta-arrestin-1 2%, West Nile virus CPE 0.0%, KOR beta-arrestin-2 -3.6%, GPR35 antagonists -4%, GPR55 beta-arrestin -0.2%, GPR55 LPI antagonism 10%, Salmonella PhoP GFP -13%, NTR1 ag -2.0, T cell modulator vesicle-bound % 43 and NTR1 ag cell count 20 µM 71.
